NCI-60 one-dose screen, 48 h, at 10 µM unless noted. Numbers give growth in % (100 = growth as untreated, 0 = no growth, -100 = all killed).
HL-60(TB) – HL-60(TB) leukemia cells | actives 9% (n = 78,000) | AID 1794776; active = growth percent below 10
An asterisk follows results filed as active; & = joins results of further samples. The list is partial; count on the stated rates, not on these rows.

item	molecule	HL-60(TB)
1	CCOC(=O)C12CCCC1=NN=C2C1=NN=C2CCCC21C(=O)OCC (stereo unspecified)	70
2	CN(C)c1ccc(NC(=O)C(c2ccccc2)c2ccccc2)cc1	100
3	O=C(O)CCSCCC(=O)O	104
4	c1ccc(N=C(C(=Nc2ccccc2)c2ccccc2)c2ccccc2)cc1	97
5	CCN(CC)CCOc1ccc(C2=C(c3ccccc3)CCc3cc(OC)ccc32)cc1	-54*
6	COc1cc(CSc2nc3ccc(Cl)cc3c(=O)n2-c2ccccc2)cc(OC)c1OC	91
7	C#C[C@]1(OC(C)=O)CCC2C3CCC4=CC(=O)CC[C@@H]4C3CC[C@@]21C (stereo partly specified)	87
8	Cc1ccc(SC2=C(Sc3ccc(C)cc3)C(=O)c3ccccc3C2=O)cc1	25
9	CCOC(=O)c1nn(C2CCCCO2)c2ccc(NC(=O)Cc3cccc4ccccc34)cc12 (stereo unspecified)	97
10	CCOc1c(C#N)c(Nc2ccc(S(N)(=O)=O)cc2)c(C#N)c(=O)n1S(=O)(=O)c1ccc(C)cc1	107
11	Cc1nn(-c2nc3ccccc3[nH]2)c2c1C(c1ccc3c(c1)OCO3)CC(=O)N2 (stereo unspecified)	-24*
12	COc1cc2c(cc1-c1c(C)noc1C)ncc1nc(C3CCCCC3)n([C@@H](C)COC(F)F)c12	17
13	C/C(=N\NC(=O)c1ccc(S(N)(=O)=O)cc1)c1cc2ccccc2o1	118
14	C=CCc1cc(OC)ccc1O	106
15	CNC(=O)c1cc(Oc2ccc(NC(=O)Nc3ccc(Cl)c(OC4CC4)c3)c(F)c2)ccn1	39
16	CCCCCCCCCCCCCCCCCC1=NC(C)CC(C)(C)O1 (stereo unspecified)	91
17	NCC(=O)NC(Cc1ccccc1)C(=O)O (stereo unspecified)	104
18	NCC1CC2c3ccccc3C1c1ccccc12 (stereo unspecified)	93
19	S=C1C=C(S)C2C=CC=CC2N1 (stereo unspecified)	119
20	Nc1cccc2c1C(=O)c1cccc(Cl)c1C2=O	111
21	COc1ccc(OC)c(/C=C2\Oc3cc(OCCCN4CCCC4)ccc3C2=O)c1	87
22	O=C(O)CCC1(CCC(=O)O)CCCC(CCC(=O)O)(CCC(=O)O)C1=O	92
23	CCCCCCNC(=O)C(C)O (stereo unspecified)	103
24	CCCCC(O)(CCCC)C(C)(C)C	152
25	C=CCCCCCCCCCOC(C)=O	120
26	CC1C(O)CCC2C1(C)CCC1C2(C)CCC2(C)C3CC(C)(C)CCC3(C)CCC12C (stereo unspecified)	91
27	Nc1ccc(S(=O)(=O)O)cc1	98&86
28	C=C1c2c(-c3ccccc3)nn(-c3ccccc3)c2N(C)C23C[C@H]1C1(C)c4c(-c5ccccc5)nn(-c5ccccc5)c4N(C)C(C)(C[C@H]12)C3 (stereo partly specified)	104
29	Oc1c(I)cc(Cl)c2cccnc12	56
30	COc1ccc(-c2nnc(SCC(=O)Nc3ccc(C(=O)/C=C/c4cc(OC)c(OC)c(OC)c4)cc3)o2)cc1	60
31	OB(O)c1ccccc1	98
32	Cc1ccnc2nc(C(=O)OCC(=O)Nc3ccc(-c4ccccc4)cc3)nn12	73
33	CCCCNC(=O)NS(=O)(=O)c1ccc(N2N=C(c3ccc(F)cc3)CCC2=O)cc1	112
34	CN(C)CCNC(=O)Cn1c2c(c3c(O)cccc31)C(=O)c1ccccc1-2	83
35	ClC1CCCCC1Cl (stereo unspecified)	101
36	O=S(=O)(O)SCC1=NCCN1	99
37	COc1ccc(/C=N/C2=C(C#N)C(c3ccco3)c3ccc4ccccc4c3O2)cc1 (stereo unspecified)	101
38	Cc1oc2nc[nH]c(=O)c2c1C(=O)/C=C/c1cc(O)cc2ccccc12	114
39	O=S(=O)(Nc1ccc(I)cc1)c1ccc(-c2cnc(C3CC3)o2)cc1	34
40	C/C1=C\CC[C@@]2(C)O[C@@H]2C[C@H]2C(CSc3ccccc3)C(=O)O[C@H]2[C@H](O)[C@@H](C)CCC1 (stereo partly specified)	52
41	COC(=O)[C@]12CC[C@@H](C)[C@H](C)[C@@H]1C1=CC[C@@H]3[C@@]4(C)C[C@@H](O)[C@H](O)[C@@]5(C)COC(=C45)C[C@@]3(C)[C@]1(C)CC2	90
42	O=C1c2ccccc2C(=O)N1CCc1ccccc1	90
43	Fc1c(-c2nnc(Cc3ccc(Cl)cc3)o2)nc2ccccn12	93
44	O=C1c2cccc3cccc(c23)C(=O)N1Nc1nc(N2CCN(Cc3ccccc3)CC2)nc(-n2cnc3ccccc32)n1	97
45	CC(=O)Nc1ccc2ccccc2c1Br	91
46	CN1CCN(C(=O)N2c3ccccc3Sc3ccccc32)CC1	96
47	Cc1ccccc1N=C(N)Nc1ccccc1C (tested in a mixture with another compound)	-25*
48	CS/C(N)=N\N=C(/CF)C(=O)O	103
49	CCC(C)c1ccc(CCO)cc1 (stereo unspecified)	89
50	COc1ccc(Br)cc1NC(=O)Nc1cccc2c1ccn2Cc1ccnc(N)c1	11
51	Cc1ccccc1CNc1c2ccccc2nc2ccccc12	15
52	C1=C(c2ccccc2)c2ccccc2C1	95
53	CC(=O)O[C@H]1CO[C@@H]2C(Oc3ccnc(NC4CCN(C(=O)C(C)(C)C)CC4)n3)CO[C@H]12 (stereo partly specified)	112
54	NCC(=O)NCC(=O)NCC(=O)NCC(=O)NCC(=O)NCC(=O)O	101
55	CCOC(=O)CCCCN1C(=O)S/C(=C\c2ccccc2)C1=O	100
56	O=C(CCCCCCNC(=O)C(O)(O)C(F)(F)F)Nc1ccc(-c2ccccc2)cc1	13
57	COc1ccc(NC(=O)CSc2oc(-c3ccccc3)nc2S(=O)(=O)c2ccc(Cl)cc2)c(OC)c1	49
58	COc1ccc(C(=O)c2cc(C(C)=O)c3cc(C)ccn23)cc1	70
59	O=C(CNc1nc(-c2ccccc2)cs1)Nc1cccc(Cl)c1	-2.6*
60	C=CC(C)n1ccnc1 (stereo unspecified)	93

(listing goes on)
item	molecule	HL-60(TB)
61	Cc1ccc(C(=O)Nc2cccc(F)c2)cc1NC(=O)C1(c2ncnc3[nH]ccc23)CC1	65
62	CCNC(=O)Nc1ccc2c(ccn2C(=O)c2cccc(F)c2)c1	80
63	CCCCCCCCCCCCCCCC[N+]1(CC2CO2)CCOCC1 (stereo unspecified)	74
64	C/C(=N\N=C(/C)c1ccc(O)cc1)c1ccc(O)cc1	73
65	COc1cc(/C=N\Nc2ccccc2)ccc1OC(=O)c1ccccc1	-11*
66	CCOc1cccc(/C=N/NC(=O)C(=O)Nc2cccc(C(F)(F)F)c2)c1O	11
67	NNC(=O)c1c(Nc2ccccc2)nn(CC(O)c2ccccc2)c1N (stereo unspecified)	102
68	COc1ccc(-n2cnc(N)c2C(=O)c2cc(OC)c(OC)c(OC)c2)cc1	91
69	C=CC(CO)N(CC)CC (stereo unspecified)	103
70	CCOC(=O)CCCCCn1c(C)c(C)c2c1N=C(SC)N1CC(=O)N=C21	100
71	COc1ccc(-c2c3c(N)c4c(nc3nc3c2c(C)nn3-c2ccccc2)CCCC4)cc1	87
72	COc1ccc(-c2c(NC(=O)Nc3ccc(Cl)cc3)cnn2-c2ccc(S(N)(=O)=O)cc2)cc1	77
73	COc1cccc2cc(C(C)C(=O)OCc3cn(-c4c5ccccc5nc5ccccc45)nn3)ccc12 (stereo unspecified)	91
74	N#CCc1ccc([N+](=O)[O-])cc1	53
75	CC(=O)c1cn(C)c2ccc3c(c12)[C@H]1C=C[C@@H]3O1	72
76	COC(=O)CCc1ccccc1	83
77	COC(=O)c1oc2c(C(C)=O)c(OCCCN(C)C)ccc2c1C	75
78	Cc1ccc(NC(=S)Nc2ccccc2)c(C)c1	91
79	O=C(Cn1c(=O)sc2ccccc21)NNS(=O)(=O)c1ccc(Cl)cc1	93
80	CCCCN(CCCC)CCC(O)c1cc2c(Cl)cc(Cl)cc2c2cc(C(F)(F)F)ccc12 (stereo unspecified)	85
81	COc1cc(/C=C/C(=O)c2cccc(-n3cc(-c4ccccc4)[nH]c3=O)c2)cc(OC)c1OC	-5.6*
82	COc1ccc(-c2cc(C(=O)Nc3ccc(C)cc3)nc3[nH]c(=O)sc23)cc1	52
83	NC(N)=NCCCC(N=Cc1ccccc1)C(=O)O (stereo unspecified)	106
84	CN(C)C(=S)Oc1ccccc1C1SCCS1	98

Three entries from above, sorted by molar mass, lowest first.
item	molecule	HL-60(TB)
78	Cc1ccc(NC(=S)Nc2ccccc2)c(C)c1	91
84	CN(C)C(=S)Oc1ccccc1C1SCCS1	98
82	COc1ccc(-c2cc(C(=O)Nc3ccc(C)cc3)nc3[nH]c(=O)sc23)cc1	52

Further compounds
item	molecule	HL-60(TB)
85	Cn1ccnc1C(=O)/C=C/c1ccc(C(=O)Nc2nccs2)cc1	95
86	CNC(=S)N/N=C(\C=N\NC(=S)NC)c1ccc(C)cc1	98
87	COc1ccc(/C=C(/c2ccccc2)[N+](=O)[O-])c(OC)c1	0.5*
88	COC(=O)c1c(OC)cc(OC)cc1OC	100
89	COC(=O)/C=C1\S/C(=N\NC(=O)c2cc3ccc2/C=C\c2ccc(cc2)/C=C\3)N(c2cccnc2)C1=O	51
90	Cc1cc(C)c2c(-c3nnc(N)s3)cc(=O)oc2c1	98
91	Nc1cccc2c1C(=O)c1c(Cl)cccc1C2=O	98
92	CN(C)c1ccc(C(=O)/C=C/c2ccccc2)cc1	80
93	O=C(NC(=S)Nc1cccc(O)c1)c1ccco1	98
94	CC(/C=C\c1ccc(O)cc1)=N\Nc1ccccc1	35
95	COc1ccc(/C=C/C(=O)c2ccc(NC(=O)CN3C(=O)NC(C)(c4ccccc4)C3=O)cc2)cc1OC (stereo unspecified)	79
96	O=C1NC(=S)NC(=O)C1=Cc1cccc([N+](=O)[O-])c1	85
97	Cc1ccc([C@@H]2C[C@@H]3Cc4cc(OC(F)(F)F)ccc4N2O3)s1	115
98	CCN(CC)CCNC(Cc1ccccc1)c1ccccc1 (stereo unspecified)	97
99	C=CCn1c(SCC(=O)c2ccc(Cl)cc2)nnc1-c1ccc(Cl)cc1	92
100	O=C(CC(=O)OCc1ccccc1)OCc1ccccc1	92
101	O=C(Nc1cccc(OS(=O)(=O)c2ccc(F)cc2)c1)C12CC3CC(CC(C3)C1)C2	78
102	COc1cc(C2C(C#N)=C(N)Oc3cc4c(cc32)OCO4)cc2c1OCO2 (stereo unspecified)	-43*
103	COc1cccc(C(=O)N(c2ccc(F)c(C(F)(F)F)c2)C(C(=O)NC(C)(C)C)c2cc3c(C)cc(C)cc3nc2Cl)c1 (stereo unspecified)	94
104	O=C(Nc1cccc(-n2cc(-c3ccncc3)c(-c3ccc(Cl)c(O)c3)n2)c1)c1ccc(N2CCOCC2)c(C(F)(F)F)c1	52
105	COc1ccc(C2c3[nH]c4ccc(Cl)cc4c3CCN2c2oc(CO)nc2C#N)cc1 (stereo unspecified)	29
106	COC(=O)c1c2c(c(C)[n+]([O-])c1C)C(=O)C=C(NCc1cccc(OC)c1)C2=O	-37*
107	COc1ccc(OC)c(Nc2nc3c(s2)C2=CC[C@H]4[C@@H]5CC[C@H]([C@H](C)CCCC(C)C)[C@@]5(C)CC[C@@H]4[C@@]2(C)CC3)c1	98
108	NCCNCCCc1cccs1	89

Single entries from the entries so far:
For HL-60(TB), no. 108 reads 89
For HL-60(TB), no. 106 reads -37*
For HL-60(TB), no. 107 reads 98
For HL-60(TB), no. 102 reads -43*
For HL-60(TB), no. 97 reads 115
For HL-60(TB), no. 103 reads 94

Next part:
item	molecule	HL-60(TB)
109	Nc1nnc(-c2ccc(OCc3nnc(-c4ccccc4Cl)o3)cc2)s1	101
110	COc1cc(C=C2C(=O)NC(=O)NC2=O)cc(CN2CCCC2)c1O	107
111	N#C[C@@H]1CC2C=CC1C2 (stereo partly specified)	113
112	Cc1cc(Cl)ccc1Nc1nc(C(F)(F)F)ccc1C(=O)N/N=C/c1ccc([N+](=O)[O-])cc1	-24*
113	C[C@]12CCc3nc(-c4ccc(C(F)(F)F)cc4)sc3C1=CC[C@@H]1[C@@H]2CC[C@]2(C)C(=O)CC[C@@H]12	110
114	CCCSc1ccc2nc(NC(=O)OCC3(C)COC3)[nH]c2c1	84
115	CNCc1cccc2c1OCCCCCC[C@@](C)(O)CC1(CC1)S(=O)(=O)c1ccc(cc1)-c1cnc(N)c(n1)C(=O)N2	-61*
116	Cc1ccc2nc(C)c(-c3nnc(SCc4ccc(F)cc4)o3)n2c1	91
117	NC(=O)CSC1=NC(c2cccc([N+](=O)[O-])c2)c2sc3ccc(Cl)cc3c2N1 (stereo unspecified)	103
118	O=C1NC(=O)C2C(=O)NC(=O)C1C21CCc2ccccc21 (stereo unspecified)	117
119	COc1ccc(O)c(C(=O)CC(=O)c2ccncc2)c1	102
120	Cc1ccc(C(=O)Nc2ccc(Oc3cc4cnn(C)c4cc3-c3cn[nH]c3)c(F)c2)c(=O)n1-c1ccc(F)cc1	85

In the list so far, eight have a CF3 group:
item	molecule	HL-60(TB)
56	O=C(CCCCCCNC(=O)C(O)(O)C(F)(F)F)Nc1ccc(-c2ccccc2)cc1	13
66	CCOc1cccc(/C=N/NC(=O)C(=O)Nc2cccc(C(F)(F)F)c2)c1O	11
80	CCCCN(CCCC)CCC(O)c1cc2c(Cl)cc(Cl)cc2c2cc(C(F)(F)F)ccc12 (stereo unspecified)	85
97	Cc1ccc([C@@H]2C[C@@H]3Cc4cc(OC(F)(F)F)ccc4N2O3)s1	115
103	COc1cccc(C(=O)N(c2ccc(F)c(C(F)(F)F)c2)C(C(=O)NC(C)(C)C)c2cc3c(C)cc(C)cc3nc2Cl)c1 (stereo unspecified)	94
104	O=C(Nc1cccc(-n2cc(-c3ccncc3)c(-c3ccc(Cl)c(O)c3)n2)c1)c1ccc(N2CCOCC2)c(C(F)(F)F)c1	52
112	Cc1cc(Cl)ccc1Nc1nc(C(F)(F)F)ccc1C(=O)N/N=C/c1ccc([N+](=O)[O-])cc1	-24*
113	C[C@]12CCc3nc(-c4ccc(C(F)(F)F)cc4)sc3C1=CC[C@@H]1[C@@H]2CC[C@]2(C)C(=O)CC[C@@H]12	110

Following part:
item	molecule	HL-60(TB)
121	CC1=C(C(=O)OCc2ccccc2)C(c2sccc2C)NC(=O)N1 (stereo unspecified)	69
122	N#C/C(=C\c1cccc(Cl)c1)C(=O)c1ccccc1	80
123	O=Cc1cn(S(=O)(=O)c2cccc3ccccc23)c2ccccc12	99
124	O=C(CC1c2ccccc2NC(=O)N1Cc1ccccc1)c1ccc(F)cc1 (stereo unspecified)	99
125	O=C(Nc1ccc(Br)cc1)c1ccccc1Cl	98
126	COc1cc(-n2cc(C#N)c(N)c2C(=O)c2ccc(Cl)cc2Cl)cc(OC)c1OC	96
127	CCCCCSc1c(Cl)c(Cl)c(SCCCCC)c(Cl)c1Cl	92
